# Assay outcomes (PubChem)
# Vif imaging – HIV Vif self-association inhibitors, primary screen, imaging, HEK293T, single point; HEK293T cells, Vif self-association by quenched fluorescence, 24 h; inhibition, % at 7.49 µM; hit rate 0.35% among 340,000; in the data active = inhibition above about 50%, passing the limit was not always enough; note: some results filed as inactive read as strong as hits
# HTR2A ag – mouse Htr2a agonists via beta-arrestin recruitment, primary screen, cell-based, luminescence; activation, % at 7.6 µM; hit rate 0.66% among 360,000; CHO-K1 mHTR2A beta-arrestin complementation; percent of 30 µM serotonin response;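 active = activation above a run cutoff, the mean activation of all tested compounds plus 3 SD, cut at about 14% in these data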;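 note: 0% = plate median of compound wells and 100% = 30 µM serotonin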
# PDI inh – inhibitors of human PDI, primary screen, biochemical, turbidity, single point, plate reader; Protein disulfide-isomerase (Homo sapiens), P07237; PDI insulin aggregation turbidity, A650, 90 min; inhibition, % at 10 µM; hit rate 0.052% among 350,000;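 active = mean inhibition across replicates of 30% or more, whatever share of single replicates reach that level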;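 note: absorbance from insulin aggregation driven by PDI reduction with DTT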
# Exocytosis inh – LAMP-1 surface exposure blockers, TALL-104 cells – cell-based, flow cytometry, MLPCN library, primary screen; inhibition, % at 10 µM; TALL-104 LAMP-1 surface exposure; cells stimulated with thapsigargin and PMA; hit rate 0.66% among 360,000;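 active = inhibition above about 55%, limit read from the data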
# iPSC survival up – enhancers of single-cell hiPSC survival, primary screen, ATPlite luminescence | 100% = ROCK inhibitor wells, 0% = DMSO | survival enhancement, % at 20 µM | hit rate 0.044% among 360,000; in the data active = survival enhancement above about 18%;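 note: cells exposed to compounds for 16 hours before the ATP read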
# CaV13 ICDI inh – Disruptors of the CACNA1D IQ motif to Ca2+-dependent inactivation inhibitor domain association, primary screening, Förster resonance energy transfer in intact living …. inhibition, % at 12.3 µM. AID 743397. HEK cells, CFP/YFP FRET ICDI-IQ, plate reader, 10 min; percent FRET-ratio fall versus neutral wells. hit rate 0.098% among 340,000;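 active = mean replicate inhibition of at least 30% and at least 1% of replicates passing that level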;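 note: 0% = median of the neutral control wells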
# N-glyco inh – increase of ERlucT glycosylation luciferase signal, primary screen, N-linked glycosylation inhibitor project, D54 ERlucT cells, luminescence, set 2; D54 ERlucT glycosylation luciferase reporter, 24 h; percent of 100 nM tunicamycin response; reporter increase, % at 12.5 µM; hit rate 0.23% among 360,000;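 active = mean luciferase reporter signal, scaled so untreated is 0 and the glycosylation-blocking control 100, at or above a set limit in every replicate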;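 note: luciferase carries N-glycosylation sites so blocking glycosylation raises the light; 0% = median of neutral control wells and 100% = median of 100 nM tunicamycin wells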
# aDG glyco act – activators of alpha-DG glycosylation, primary screen, uHTS, Pro5-aDG cells, AlphaScreen. AID 624168, 2012. activation, % at 10 µM. hit rate 0.22% among 360,000. alpha-DG glycosylation AlphaScreen (IIH6); 0% Pro5, 100% B10-LARGE cell signal;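 active = activation of at least 8% versus controls, or a plate z-score of at least 8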;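 note: Pro5 are CHO cells carrying HIG-tagged alpha-DG that lacks glycosylation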
# H9c2 protect – cardioprotection against H2O2-induced cell death, primary screen, uHTS, H9c2 cells, ATPLite luminescence; H9c2 cardiomyocytes, H2O2 injury protection, 2 h; protection from H2O2 cell death, % at 20 µM; hit rate 0.63% among 360,000; AID 588492, 2011;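 active = compounds giving at least 50% protection of heart cells from peroxide-induced death in the single-dose screen, raw or plate-pattern-corrected value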;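 note: 0% = DMSO wells with peroxide and 100% = DMSO wells without peroxide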
# ABCB6 inh 2 – ABCB6 transporter inhibitors, primary screen, K562-ABCB6 cells, flow cytometry, MLPCN library | hit rate 0.19% among 360,000 | ATP-binding cassette sub-family B member 6 (Homo sapiens), Q9NP58 | K562-ABCB6 porphyrin accumulation, 1 h; hits give low values | fluorescence ratio to DMSO, % at 10 µM | AID 602162, 2011;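 active = fluorescence ratio to DMSO below 75%, the collection mean minus 3 SD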;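 note: signal is porphyrin accumulated inside mitochondria; 100% equals median channel fluorescence of DMSO control wells; lower ratio means ABCB6 inhibition with less porphyrin fluorescence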
# Target sequence (Q9NP58 whole entry, looked up): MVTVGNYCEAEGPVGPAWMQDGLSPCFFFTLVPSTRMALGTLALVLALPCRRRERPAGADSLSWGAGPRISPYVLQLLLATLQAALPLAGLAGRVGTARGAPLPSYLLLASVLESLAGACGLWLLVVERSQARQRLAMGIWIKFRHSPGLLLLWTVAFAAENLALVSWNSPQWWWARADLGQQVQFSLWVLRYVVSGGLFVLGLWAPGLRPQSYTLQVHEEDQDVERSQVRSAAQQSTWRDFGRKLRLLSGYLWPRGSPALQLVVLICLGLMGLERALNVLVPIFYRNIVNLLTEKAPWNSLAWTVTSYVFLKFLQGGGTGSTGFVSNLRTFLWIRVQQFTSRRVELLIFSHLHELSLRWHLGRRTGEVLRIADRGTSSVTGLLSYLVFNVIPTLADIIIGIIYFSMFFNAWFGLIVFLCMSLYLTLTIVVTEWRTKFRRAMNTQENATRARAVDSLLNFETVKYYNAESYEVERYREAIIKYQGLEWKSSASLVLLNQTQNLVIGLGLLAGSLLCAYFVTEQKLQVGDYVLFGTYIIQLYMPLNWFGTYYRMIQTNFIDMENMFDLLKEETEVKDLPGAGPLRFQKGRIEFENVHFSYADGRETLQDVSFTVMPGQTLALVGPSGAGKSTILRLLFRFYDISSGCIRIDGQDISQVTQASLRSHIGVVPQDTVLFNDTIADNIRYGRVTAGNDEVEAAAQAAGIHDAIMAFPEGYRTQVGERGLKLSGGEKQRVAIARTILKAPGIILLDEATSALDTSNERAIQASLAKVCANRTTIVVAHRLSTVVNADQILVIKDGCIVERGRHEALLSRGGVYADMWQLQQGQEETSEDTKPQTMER
# Numbers without * were called inactive; i = inactive; . = not tested or not shown.
# Under each structure: Vif imaging	HTR2A ag	PDI inh	Exocytosis inh	iPSC survival up	CaV13 ICDI inh	N-glyco inh	aDG glyco act	H9c2 protect	ABCB6 inh 2
1. Cc1ccc(SCC(=O)OCC(=O)NC(C)c2ccc(F)cc2)cc1 (centres undefined)
 : 0	-3	6	-2	0.3	-2	0	-0.1	12	98
2. COc1ccc(C(=O)Nc2ccc(N3CCCC3)cc2)cc1
 : 23	5	-4	0	-2.5	-7	-2	-0.2	-2	123
3. O=C(CCNC(=O)c1ccccc1)Nc1nc2ccccc2s1
 : 2	-6	-8	2	-0.2	-6	0	0.0	-4	92
4. O=[N+]([O-])c1ccc(N/N=C/c2ccc[nH]2)cc1
 : 7	7	-6	-4	-2.2	-6	-5	1.0	-9	111
5. CNC(=O)C[C@@H]1C(=O)N(Cc2ccccc2)CC1(C)C
 : -4	9	-7	-3	-1.6	-9	2	-0.1	-5	101
6. CC(C)n1ncc2c(C(=O)N3CCN(Cc4ccc(Cl)s4)CC3)cc(C3CC3)nc21
 : -3	3	3	-5	0.9	-5	-2	-0.2	-12	99
7. CCC(=O)OC1(C)C(=O)C=C2C=C(CCCC(=O)OC)OC=C2C1=O (centres undefined)
 : -4	2	1	-5	-1.9	-4	-1	0.0	-4	97
8. O=C(NCc1cccs1)c1ccccc1
 : 6	0	0	7	2.3	-4	3	-0.1	-1	100
9. Nc1ncnc(N2CCOCC2)c1N
 : 2	4	19	0	3.9	-3	0	-0.2	6	96
10. Cc1nn(-c2ccccc2)c(=O)c2ccccc12
 : -3	0	9	0	-0.2	-7	1	0.0	-3	96
11. O=C(CSc1nc2ccc([N+](=O)[O-])cc2[nH]1)NCCc1ccccc1
 : -10	-5	-3	-2	-1.0	-6	1	-0.1	2	107
12. C=CCCC(=O)N1C[C@H]2CON(C)[C@H]2C[C@H]1c1cccc(Br)c1
 : .	3	9	-4	0.4	-5	3	-0.3	-2	101
13. O=C1c2ccccc2C(O)(Cc2ccccc2)N1CCCN1CCOCC1 (centres undefined)
 : 3	0	-7	-1	-0.3	-7	0	0.1	6	94
14. CCOc1ccc(CCNC(=O)c2ccc3c(=O)n4c(nc3c2)CCCCC4)cc1
 : -13	2	14	0	-0.7	-7	-2	0.0	0	98
15. Cc1cc2c(nn1)CCC/C2=N\O
 : 2	-4	2	-4	0.5	-8	1	-0.2	3	93

# Next records:
# Under each structure: Vif imaging	HTR2A ag	PDI inh	Exocytosis inh	iPSC survival up	CaV13 ICDI inh	N-glyco inh	aDG glyco act	H9c2 protect	ABCB6 inh 2
16. COCCNC(=O)C1(C)CCN(Cc2ccc3ccccc3c2Br)C1 (centres undefined)
 : -7	-5	3	-1	-0.1	-5	0	-0.2	-3	97
17. N#Cc1ccc(C(=O)N2CCC3CC2c2cc(-c4ccc(F)cc4)ccc23)cc1 (centres undefined)
 : -3	-9	-1	-1	0.3	-4	1	0.4	-4	100
18. O=C(Nc1nc2ccccc2s1)c1ccc(N2CCCCC2)c([N+](=O)[O-])c1
 : 1	49*	-2	0	1.1	-5	-12	-0.1	-4	89
19. Cc1ccc(CNC(=O)C2CCN(c3nc(C)cc(C)n3)CC2)cc1
 : 1	0	4	3	0.0	-2	-2	-0.1	-4	101
20. CC1(C)Cc2c(sc3nc(SCC(=O)O)nc(N)c23)CO1
 : 2	5	-9	-10	-0.3	-2	1	0.0	4	102
21. Cc1ccc(S(=O)c2ccc(C)cc2)cc1
 : 1	3	8	-2	-0.7	-3	1	-0.1	0	100
22. Cc1onc(-c2ccccc2Cl)c1C(=O)NC(=S)NCCc1ccccc1
 : -18	1	4	-3	-0.9	-6	-5	-0.1	-1	97
23. CC(=O)N1CCN(c2ccc([N+](=O)[O-])c(NCc3cccnc3)c2)CC1
 : -7	5	1	0	0.7	-2	1	0.2	-1	102
24. CN(C=O)c1cc([N+](=O)[O-])ccc1OCc1ccccc1
 : -6	-4	13	0	-0.9	-8	1	-0.1	5	104
25. O=C(NCc1ccccc1)C12CN(Cc3ccccc3)CC1C(c1cccc([N+](=O)[O-])c1)=NO2 (centres undefined)
 : .	-13	-3	6	-4.6	-10	-4	-0.2	3	100
26. CCc1ccc(NC(=O)N(C2CCC(C)CC2)C2CCN(C(C)=O)CC2)cc1 (centres undefined)
 : -5	-2	11	-6	-2.6	.	0	-0.1	0	94
27. Cc1ccc(Cc2c(-c3ccccc3)nc3c(Cl)cc(C(F)(F)F)cn23)cc1
 : .	7	.	8	-0.5	-6	-4	0.0	-3	168
28. CCn1c(C)nnc1SCC(=O)Nc1ccccc1Cl
 : 8	0	2	4	-0.7	-20	-1	0.1	0	94
29. C=CCn1c(SCC(=O)N(C)C2CCS(=O)(=O)C2)nnc1-c1ccccc1 (centres undefined)
 : 6	-5	0	-11	-0.4	-6	2	-0.1	1	91
30. CSCCC(NC(=O)c1ccccc1Br)C(=O)NCCCn1nc(C)cc1C (centres undefined)
 : 6	1	2	-4	-0.3	-7	-2	0.1	0	93

# (continued)
# Under each structure: Vif imaging	HTR2A ag	PDI inh	Exocytosis inh	iPSC survival up	CaV13 ICDI inh	N-glyco inh	aDG glyco act	H9c2 protect	ABCB6 inh 2
31. COC(=O)Cc1ccc(O)c(N)c1
 : 1	0	0	0	2.9	-5	0	0.2	10	101
32. COc1ccc(C(=O)c2oc3ccccc3c2NC(C)=O)cc1
 : -5	-5	4	-1	-1.5	-4	-3	-0.4	-1	101
33. CC(C)N1C(=O)CCC1C(=O)NCc1ccc(F)cc1Cl (centres undefined)
 : 0	0	4	0	0.2	-5	1	0.1	-6	97
34. Cc1c(NC(=O)OCCNC(=O)COc2ccc(Cl)cc2Cl)sc(=S)n1C
 : 3	3	-3	1	-1.4	-10	1	0.2	-17	93
35. CCOc1cc(N2CCOCC2)c(OCC)cc1NC(=O)c1ccc(S(C)(=O)=O)cc1
 : 4	-1	0	-3	1.7	-23	1	-0.2	-2	112
36. CN(C(=O)c1ccc(NC(=O)Cc2cccc(NC(=O)C3CCN(C(=O)C4CCC4)CC3)c2)cc1)C1CC1
 : 4	1	6	1	-2.1	-10	0	-0.1	-30	102
37. CC[C@]12c3[nH]c4cc(-c5ccco5)ccc4c3CCN1C(=O)[C@@H](CC(=O)NCc1ccc(OC)c(OC)c1)C[C@@H]2C(=O)N1CCN(C(=O)C2CC2)CC1
 : .	-5	37*	-2	-1.4	-5	5	-0.1	15	97
38. Cc1ccc2c(c1)N(CCCC(=O)NCCCN1CCCCC1)C(=O)CO2
 : 10	2	.	1	0.4	-7	0	-0.1	12	98
39. Cc1cc(C)c(C(=O)/C=C/c2ccco2)c(=O)[nH]1
 : 7	1	1	-3	-0.3	-4	-1	0.4	5	442
40. CC(C)CC(NC(=O)c1ccc(Cl)cc1)C(=O)OCC(=O)c1ccc2c(c1)NC(=O)CO2 (centres undefined)
 : 11	2	1	5	-1.0	.	60*	-0.8	-15	95
41. COc1cccc(NC(=O)CSCC(=O)O)c1
 : 6	1	-5	3	-1.0	-5	1	-0.6	-5	104
42. CCCc1cc(=O)[nH]c(SCC(=O)N(C)C2CCCCC2)n1
 : 13	-8	4	-2	-0.1	-5	2	-0.2	0	99
43. O=C(/C=C/c1cccc([N+](=O)[O-])c1)Nc1ccccn1
 : 8	-1	-5	-2	-0.5	-4	0	0.0	10	97
44. O=C(CN1CC(=O)Oc2ccccc21)OCC(=O)c1ccccc1
 : -5	2	-2	0	-0.6	.	4	0.5	43	100
45. Cc1ccc(C(=O)N/C(=C\c2cn(S(=O)(=O)N(C)C)c3ccccc23)C(=O)NCCN2CCOCC2)cc1
 : 13	-5	-2	3	0.2	-14	3	-0.1	3	96

# The listing continues:
# Under each structure: Vif imaging	HTR2A ag	PDI inh	Exocytosis inh	iPSC survival up	CaV13 ICDI inh	N-glyco inh	aDG glyco act	H9c2 protect	ABCB6 inh 2
46. CN1C(=S)SC(N2OC3C(=O)N(c4ccccc4)C(=O)C3C2c2ccc(Cl)cc2)C1(C)C (centres undefined)
 : 17	2	2	-2	1.4	-5	-2	-0.4	3	100
47. CCCN1C(=O)/C(=C/c2c(NCCCOC(C)C)nc3c(C)cccn3c2=O)SC1=S
 : 21	5	-11	1	-0.3	.	2	0.3	-11	i
48. Nc1nc(CSc2nnc(-c3cccc(F)c3)n2-c2ccccc2)nc(N2CCOCC2)n1
 : 1	-3	5	2	0.0	-5	-1	-0.1	-2	98
49. Cc1cccc(N(C(=O)CNC(=O)c2ccco2)C(C(=O)NC2CCCC2)c2ccncc2)c1C (centres undefined)
 : 2	6	-1	-6	0.0	-7	-3	0.0	3	99
50. CC(C)C(=O)Nc1nnc(SCC(=O)N2c3ccccc3CC2C)s1 (centres undefined)
 : -6	4	-3	-4	-1.9	-4	-1	0.0	3	92

# In the list so far, 8 contain an aryl thioether with sulfur outside any ring.
# Under each structure: Vif imaging	HTR2A ag	PDI inh	Exocytosis inh	iPSC survival up	CaV13 ICDI inh	N-glyco inh	aDG glyco act	H9c2 protect	ABCB6 inh 2
1. Cc1ccc(SCC(=O)OCC(=O)NC(C)c2ccc(F)cc2)cc1 (centres undefined)
 : 0	-3	6	-2	0.3	-2	0	-0.1	12	98
11. O=C(CSc1nc2ccc([N+](=O)[O-])cc2[nH]1)NCCc1ccccc1
 : -10	-5	-3	-2	-1.0	-6	1	-0.1	2	107
20. CC1(C)Cc2c(sc3nc(SCC(=O)O)nc(N)c23)CO1
 : 2	5	-9	-10	-0.3	-2	1	0.0	4	102
28. CCn1c(C)nnc1SCC(=O)Nc1ccccc1Cl
 : 8	0	2	4	-0.7	-20	-1	0.1	0	94
29. C=CCn1c(SCC(=O)N(C)C2CCS(=O)(=O)C2)nnc1-c1ccccc1 (centres undefined)
 : 6	-5	0	-11	-0.4	-6	2	-0.1	1	91
42. CCCc1cc(=O)[nH]c(SCC(=O)N(C)C2CCCCC2)n1
 : 13	-8	4	-2	-0.1	-5	2	-0.2	0	99
48. Nc1nc(CSc2nnc(-c3cccc(F)c3)n2-c2ccccc2)nc(N2CCOCC2)n1
 : 1	-3	5	2	0.0	-5	-1	-0.1	-2	98
50. CC(C)C(=O)Nc1nnc(SCC(=O)N2c3ccccc3CC2C)s1 (centres undefined)
 : -6	4	-3	-4	-1.9	-4	-1	0.0	3	92
